# UBC13 polyUb – inhibitors of human UBC13 polyubiquitin chain formation. P61088. TR-FRET. inhibition, % at 20 µM. 330,000 tested, 0.47% active; in the data active = inhibition above about 45%, passing the limit was not always enough
# SENP7 inh – inhibitors of human SENP7 protease; Q9BQF6; recombinant SENP7, Z-RLRGG-aminoluciferin luminescence, 40 min; inhibition, % at 5 µM; 330,000 tested, 1.5% active;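 active = inhibition above about 50% at the single test dose, limit read from the data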;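 also: plate controls were DMSO with enzyme for no effect and no enzyme buffer wells for full effect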
# SENP1 FRET inh – inhibitors of human SENP1 SUMO protease catalytic domain. AID 624204. inhibition, % at 10 µM. 360,000 tested, 0.21% active. Q9P0U3. recombinant SENP1 catalytic domain, CyPet-SUMO1-YPet FRET cleavage;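 active = inhibition at least 30% at 10 µM, raw YFP signal under a set limit, fluorescence ratio 0.5 to 1.5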;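 also: 0% = enzyme with DMSO and 100% = no enzyme wells; some results filed as inactive read as strong as hits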
# Target sequence (Q9P0U3 419-644 limits assumed): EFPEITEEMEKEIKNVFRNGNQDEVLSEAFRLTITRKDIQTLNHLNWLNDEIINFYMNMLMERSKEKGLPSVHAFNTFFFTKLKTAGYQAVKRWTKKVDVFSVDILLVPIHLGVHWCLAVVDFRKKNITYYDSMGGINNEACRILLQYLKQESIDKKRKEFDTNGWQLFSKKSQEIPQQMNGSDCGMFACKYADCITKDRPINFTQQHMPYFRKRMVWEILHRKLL
#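 Test system: recombinant human SENP1 catalytic domain, His6-tagged / Medium: pH 8 Tris buffer with EDTA, NaCl, BME, BSA, NP40, catalase / Also added: SUMO1 FRET substrate flanked by Cypet and Ypet, 25 nM / Times: 50 min reaction at room temperature / Signal: FRET, CFP and YFP emission / Control set: no-enzyme low control and enzyme-plus-DMSO high control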
# SENP6 inh – inhibitors of human SENP6 protease; Recombinant SENP6 catalytic domain, aminoluciferin luminescence; inhibition, % at 10 µM; 330,000 tested, 1.8% active; AID 2599;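 active = inhibition above about 50% at the single tested dose, limit read from the data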;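 also: plate controls were DMSO wells with enzyme for no effect and DMSO wells lacking enzyme for full effect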
# Target sequence (Q9GZR1 628-1112 limits assumed): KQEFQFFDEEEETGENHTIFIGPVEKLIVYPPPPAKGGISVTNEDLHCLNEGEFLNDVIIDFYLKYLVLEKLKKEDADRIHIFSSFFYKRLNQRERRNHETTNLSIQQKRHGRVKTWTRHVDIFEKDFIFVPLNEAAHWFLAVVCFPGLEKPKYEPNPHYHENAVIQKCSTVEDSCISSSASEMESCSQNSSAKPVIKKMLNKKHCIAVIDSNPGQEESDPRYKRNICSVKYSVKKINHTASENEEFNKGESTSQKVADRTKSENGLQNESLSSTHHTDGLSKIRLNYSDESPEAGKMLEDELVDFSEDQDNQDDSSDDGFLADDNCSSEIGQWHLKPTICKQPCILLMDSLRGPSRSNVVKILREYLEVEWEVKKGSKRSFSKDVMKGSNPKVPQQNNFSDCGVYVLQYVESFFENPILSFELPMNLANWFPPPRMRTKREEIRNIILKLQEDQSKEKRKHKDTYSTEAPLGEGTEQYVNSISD
# HKDC1 inh – blocks human hexokinase HKDC1 activity. inhibition, % at 20 µM. recombinant HKDC1, G6PDH/diaphorase resazurin coupled fluorescence. 340,000 tested, 0.16% active. AID 493160;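 active = inhibition above about 35% when tested at 20 µM, limit read from the data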;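 also: plate controls were DMSO wells with enzyme for no effect and DMSO wells lacking enzyme for full effect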
#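 Assay system – recombinant HKDC1 (HK5) hexokinase enzyme, produced in-house · Input – HKDC1 at 5 µg/mL · Reagent – glucose plus 1 mM ATP as hexokinase substrates · Timing – 90 min reaction incubation at room temperature, dark · Measured by – G6PDH/diaphorase-coupled fluorescence, 1 mM NADP, 100 µM resazurin, 525/613 nm · Benchmarks – DMSO-enzyme wells negative, buffer-substituted wells positive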
# PfGluPho inh – PfG6PD (Plasmodium falciparum) enzyme inhibition | PfGluPho enzyme, NADPH resazurin-diaphorase fluorescence | inhibition, % at 20 µM | 350,000 tested, 0.78% active;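 active = inhibition reaching at least a set limit at 20 µM in the primary screen, cut at about 59% in these data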;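 also: 0% = DMSO wells with substrate and 100% = DMSO wells lacking glucose-6-phosphate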
# SENP8 block-1 – SENP8 (human) protease inhibition; Q96LD8; recombinant SENP8, Nedd8 substrate fluorescence; inhibition, % at 20 µM; 360,000 tested, 0.64% active; AID 602440; in the data active = inhibition mostly above about 40%, no sharp cut-off; inactive = mostly below about 27%
# Target sequence (Q96LD8 whole entry, looked up): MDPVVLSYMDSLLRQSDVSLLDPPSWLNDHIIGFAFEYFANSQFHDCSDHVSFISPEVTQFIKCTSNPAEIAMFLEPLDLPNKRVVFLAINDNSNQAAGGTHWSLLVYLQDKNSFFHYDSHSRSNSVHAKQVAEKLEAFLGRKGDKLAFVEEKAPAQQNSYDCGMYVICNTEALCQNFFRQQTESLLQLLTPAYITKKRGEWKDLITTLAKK
# SENP8 block-2 – blocks the human protease SENP8; purified SENP8, Z-RLRGG-aminoluciferin cleavage, luminescence; inhibition, % at 10 µM; 330,000 tested, 1.2% active; AID 2540; in the data active = inhibition above about 50%
# beta cell repl – induces beta-cell replication in MIN6 cells; proliferation, % at 10 µM; MIN6 cells proliferation, ATPlite luminescence, 48 h; cells starved in 0.2% serum; 100% = growth in 10% serum; 330,000 tested, 0.29% active;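 active = compounds whose signal lies at least 3.5 SD above the mean of all wells on their plate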;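 also: 0% = DMSO-treated cells in low-serum medium and 100% = 10% serum control; some compounds called inactive have numbers as strong as hits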
# Numbers without * were called inactive.
SMILES,UBC13 polyUb,SENP7 inh,SENP1 FRET inh,SENP6 inh,HKDC1 inh,PfGluPho inh,SENP8 block-1,SENP8 block-2,beta cell repl
C=CCN(c1ccccc1)S(=O)(=O)c1cccc(C(=O)Nc2ccc(N3CCOCC3)cc2)c1,-3,4,0,12,1,14,24,8,-1
Cc1ccc(Cl)cc1N1CCN(Cc2cc3c(cc2O)CCC3)CC1,0,1,3,-2,6,0,21,3,-6
CCN(CC)CCNC(=O)C(=O)Nc1cc2c3c(c1)CC(=O)N3CCC2,-4,-2,1,-4,-5,-3,7,-1,-5
C/C(=N\O)c1ccc2c3c([nH]c2c1)CCCC3,9,-2,20,10,10,34,-486,-2,-1
COc1ccc(-c2cc(C(=O)OC3CCOC3=O)c3ccccc3n2)cc1 (stereo not given),35,-4,-20,11,4,8,-272,11,-3
COc1ccc(CCNC(=O)[C@H](C)NC(=O)N2CCn3c2nc2ccccc23)cc1OC,0,1,1,7,-6,-1,0,5,0
COC(=O)c1cc2occc2n1Cc1nc(-c2ccccc2Cl)oc1C,0,-3,-4,5,-3,15,5,2,-5
Cc1c(Nc2nc3ccccc3nc2NS(=O)(=O)c2ccccc2)c(=O)n(-c2ccccc2)n1C,-6,-4,0,-7,-9,-2,5,-3,-4
CCOc1cc(/C=C2/C(=N)N3C=CSC3=NC2=O)ccc1OCCCOc1ccccc1C,-8,0,-30,15,2,-11,-11,9,-5
N#CCSc1nc2c(c(=O)n1Cc1ccccc1)C1(CCCC1)Cc1ccccc1-2,1,8,0,-5,7,-13,-60,-3,-4
O=C(C1CCC(=O)N(C2CC2)C1)N1CCN(c2ccc(Cl)cc2)CC1 (stereo not given),-8,-1,-1,8,4,1,8,0,0
O=C(CSCc1ccc(Cl)cc1Cl)Nc1ccccc1C(=O)Nc1ccc(C(=O)O)cc1,2,4,1,-13,3,-19,-3,-4,-3
NS(=O)(=O)c1ccc(NC(=O)CN2CCCN(S(=O)(=O)c3ccc(F)cc3)CC2)cc1,1,-2,2,-1,0,-14,5,-2,2
Nc1nnn(CC(=O)N/N=C/c2cccc3ccccc23)n1,5,1,2,4,4,18,-3,-4,-1
NC(=O)C1(N2CCCCC2)CCN(C(=O)NC23CC4CC(CC(C4)C2)C3)CC1,-2,-1,1,11,-2,-14,4,-1,2
COc1cccc(C(=O)Nc2cc3c4c(c2)CC(=O)N4CCC3)c1,2,7,1,-1,2,-8,-4,-7,3
COc1ccc(OC)c(NC(=S)N2CCc3ccccc3C2)c1,5,7,0,4,2,8,10,8,-2
CC(C)c1onc(C(=O)NCc2ccc(Cl)cc2)c1[N+](=O)[O-],3,5,1,-2,-3,-5,18,-2,0
COc1ccc(-c2cc(C(=O)NCCCn3ccnc3)c3ccccc3n2)c(OC)c1,4,1,-2,-18,-3,17,-291,-3,-2
CSCCC(NC(=O)c1ccccc1)C(=O)NC1CC1 (stereo not given),-2,-2,1,-18,-3,-8,8,-14,-1
COCCCNC(=O)c1nc2c(nnn2Cc2cc(C)ccc2C)c(=O)[nH]1,4,1,0,0,1,-3,2,1,2
COC(=O)c1ccccc1NC(=O)CN1CCN(C23CC4CC(CC(C4)C2)C3)CC1,1,-13,1,-16,-11,-2,10,-3,-2
CCOC(=O)N1CCC2(CC1)NCCc1c2[nH]c2ccccc12,-6,12,1,-8,-3,2,25,-5,-3
O=C(CNCCC1=CCCCC1)Nc1ccc(N2CCCCCC2)cc1,24,-4,2,8,6,9,32,-15,-6
COc1ccccc1NC(=O)c1ccccc1NC(=O)c1cccs1,2,5,1,-19,-5,4,13,-9,1
CC(Nc1nc(N2CCCCC2)nc2ccccc12)c1ccccc1 (stereo not given),32,-1,-1,-2,-1,-10,-323,1,-6
CC(C)c1nc(N2CCOCC2)c(C#N)c2c1CCCC2,20,-5,-7,-3,3,-14,-328,4,-3
CCc1cc(C(c2ccccc2OC)N2CCOCC2)c(NC(=O)c2ccccc2)s1 (stereo not given),-4,3,-57,-29,-2,5,-65,-6,-6
CSc1ccccc1C(=O)NCc1ccc(F)cc1,5,0,2,-13,-5,-6,7,1,0
CCOC(=O)c1ccc(NC(=O)CC2NCCNC2=O)cc1 (stereo not given),7,0,3,-18,-1,0,4,-4,2
O=C(Nc1ccccc1)N1CCC(C(=O)N2CCN(c3ccccc3F)CC2)CC1,4,-1,2,-9,6,-2,1,-3,0
CC/C(=N\NC(=O)c1ccoc1C)c1ccc(C)o1,2,1,0,13,-5,-16,11,-3,0
O=C(CN1C(=O)/C(=C/c2cccc(Cl)c2)SC1=S)NC1C=CS(=O)(=O)C1 (stereo not given),-10,-16,0,-2,-7,-10,-4,-12,-2
Cc1ccc(-n2c(=S)sc3c(=O)n(-c4ccccc4F)c(SCC(=O)O)nc32)cc1C,1,2,-1,-18,-6,-16,22,0,0
CN1C(=O)C(O)(CC(=O)c2ccc3c(c2)OCO3)c2ccccc21 (stereo not given),-1,6,1,-3,-4,-10,4,4,-2
Cc1cc(C)cc(NC(=O)Nc2ccc3ccccc3n2)c1,-2,3,2,2,-4,9,19,2,-2
CCOc1ccc(S(=O)(=O)N2CCN(Cc3ccccc3)CC2)cc1,-2,-17,2,13,4,-5,-18,-3,-4
COc1cc(OC)c(NC(C)C(=O)N2CCCC2)cc1Cl (stereo not given),-8,-4,3,12,10,28,36,-4,1
CCCCOc1ccccc1C1NC(=O)NC(C)=C1C(=O)OCc1ccco1 (stereo not given),0,-3,-4,-2,-8,6,0,-1,-3
CCC/C(=N\NC(=O)c1ccccc1C)c1ccccc1,-3,3,1,-8,7,0,18,-3,0

# 2 consecutive entries from above, quoted:
SMILES,UBC13 polyUb,SENP7 inh,SENP1 FRET inh,SENP6 inh,HKDC1 inh,PfGluPho inh,SENP8 block-1,SENP8 block-2,beta cell repl
COCCCNC(=O)c1nc2c(nnn2Cc2cc(C)ccc2C)c(=O)[nH]1,4,1,0,0,1,-3,2,1,2
COC(=O)c1ccccc1NC(=O)CN1CCN(C23CC4CC(CC(C4)C2)C3)CC1,1,-13,1,-16,-11,-2,10,-3,-2

# Carrying on.
SMILES,UBC13 polyUb,SENP7 inh,SENP1 FRET inh,SENP6 inh,HKDC1 inh,PfGluPho inh,SENP8 block-1,SENP8 block-2,beta cell repl
CCOc1ccccc1OCCC(=O)Nc1ccc(F)c(Cl)c1,22,4,-2,-12,3,-9,27,-5,-1
N#CC1=C(SCc2ccccc2)NC(=O)CC1c1ccccc1 (stereo not given),5,0,1,0,-4,11,7,0,-1
O=C(N/N=C/c1ccc([N+](=O)[O-])s1)C(O)c1ccccc1 (stereo not given),-19,11,-2,27,4,20,24,17,-6
CCN1CCN(C(=O)C(=O)c2cn(CC(=O)N3CCCC3)c3ccccc23)CC1,-6,-11,-2,-9,-5,-8,2,4,-2
CN(C)c1ccc(/C=N/NC(=O)C(=O)N2CCCCCC2)cc1,-6,8,-1,-12,-5,4,-67,86*,2
C=CCn1c(=S)[nH]c2cc(C(=O)N3CCN(c4ccccc4OC)CC3)ccc2c1=O,0,12,1,10,-5,3,4,3,0
CCC(C)Sc1ccc([C@@H]2[C@@H]3C(=O)N(C)C(=O)[C@@H]3[C@]3(C(=O)OC)CCCCN23)cc1 (stereo not given in full),2,11,1,3,0,8,6,7,-7
COc1ccc(CCNC(=O)CSc2nnc(CNC(=O)c3ccco3)o2)cc1OC,4,2,3,-3,-2,-6,13,6,-1
C#Cc1ccc([C@@H]2C=C(C(=O)N3CCOCC3)O[C@H](OCCCCO)C2)cc1,-2,-4,2,-12,0,5,-19,-3,-1
CCOC(=O)c1oc2c(C)c(O)ccc2c(=O)c1-c1nncn1-c1ccccc1,-14,-3,4,-26,5,6,9,3,-2
O=C(Nc1ccc(Cl)c(Cl)c1)OCc1cncs1,0,-1,1,12,-2,3,15,2,-3
CCN(CC)c1ccc(/C=N/Nc2nn[nH]n2)cc1,-3,0,-9,9,-2,18,-246,7,-6
Cn1cc(C(=O)N/N=C/C2=C(N3CCOCC3)C(=C\c3ccccc3)/CC2)ccc1=O,0,0,1,-25,-3,2,-30,-7,0
CCn1c(COc2cccc(C)c2C)nnc1SCC(=O)Nc1cc(C)on1,6,4,3,-2,-3,-6,8,-9,1
CN(Cc1ccc(F)cc1)C(=O)CNC(=O)C1CCCCC1,2,-2,1,1,-4,-1,7,10,4
Cc1cc(C)cc(NC(=O)C2CCN(S(C)(=O)=O)CC2)c1,1,8,1,8,-6,0,-1,9,-5
CCN(CC)c1ccc(S(=O)(=O)N(CC)CC)cc1NC(=O)C1CCCC1,-5,0,0,2,-2,-11,4,-6,-2
O=C(CCn1cncn1)N1CCN(S(=O)(=O)c2ccc(Cl)cc2)CC1,1,-9,-2,4,0,-14,14,-15,1
CN(CC(=O)Nc1ccc(F)cc1)C(=O)c1ccncc1,-2,-1,1,0,0,-7,-1,6,-2
COc1cccc(S(=O)(=O)Nc2ccc3c(c2)OCCO3)c1,-1,-5,0,-3,-2,-4,8,-9,-5

# Records listed above shown as hits in SENP8 block-2:
SMILES	UBC13 polyUb	SENP7 inh	SENP1 FRET inh	SENP6 inh	HKDC1 inh	PfGluPho inh	SENP8 block-2
CN(C)c1ccc(/C=N/NC(=O)C(=O)N2CCCCCC2)cc1	-6	8	-1	-12	-5	4	86*

# Carrying on.
SMILES,UBC13 polyUb,SENP7 inh,SENP1 FRET inh,SENP6 inh,HKDC1 inh,PfGluPho inh,SENP8 block-1,SENP8 block-2,beta cell repl
Cc1cccc(N2CCN(c3ccc4cc(S(=O)(=O)N5CCCCC5)ccc4n3)CC2)c1C,52*,-5,1,3,-3,20,-411,-5,-2
COc1ccc(CC(=O)OCC(=O)NCCNC(=O)COC(=O)Cc2ccc(OC)cc2)cc1,3,-11,2,-11,5,-6,-43,15,1
CCCCn1c(N)c(N(CC(C)C)C(=O)c2cccc(S(=O)(=O)N(C)c3ccccc3)c2)c(=O)[nH]c1=O,0,-4,-11,-10,4,-9,-7,5,-1
Cc1[nH]n(-c2ccc(Cl)cc2)c(=O)c1C(=O)c1ccccc1,-3,-5,1,-18,-11,6,35,2,0
O=C(COc1ccccc1Cl)Nc1ccc2oc(=O)ccc2c1,1,7,-1,9,0,8,-134,7,-1
CN(CC(=O)Nc1ccccc1Cl)C(=O)CCSc1ccc(F)cc1,2,-7,1,5,-6,-6,-2,6,-2
COc1cc(N=Nc2ccccc2C(=O)O)ccc1O,-245,2,9,-6,1,16,29,-12,-4
COc1ccc(C(CC(=O)N2CCCC2)c2c(OC)cc(OC)c3ccc(=O)oc23)cc1 (stereo not given),8,-10,-25,0,-2,-9,-494,-6,5
Cc1cc(=O)[nH]c(SCC(=O)NC2CCCCC2)n1,1,2,2,-4,-1,-1,13,1,-1
Clc1ccc2nc(C3CCN(Cc4nnnn4C4CCCCC4)CC3)[nH]c2c1,0,8,2,-3,2,-9,7,6,0
CCOC(=O)C1CCN(C(=O)c2sc3nc(-c4ccccc4)cn3c2C)CC1,3,-1,10,8,-2,0,5,0,1
COc1cccc(/C=N/n2c(C)nc3ccccc3c2=O)c1O,2,-2,9,-14,-3,-25,6,-5,5
Cc1cc(=O)oc2cc(OCC3CC(c4ccccc4Cl)=NO3)ccc12 (stereo not given),10,-10,-2,-11,-6,28,-153,-11,-5
O=C(CNC(=O)N1CC(=O)Nc2ccccc21)Nc1ccccc1,5,-9,0,0,1,1,4,-3,2
